# Screening data from PubChem BioAssay.
# HIV fusion peptide: inhibitors of HIV fusion peptide binding, primary screen, biochemical, uHTS, fluorescence dequenching (AID 1986). cell-free peptide binding, fluorescence dequenching, 30 min; higher % means a stronger effect. inhibition, % at 20 µM; hits with a dose series show IC50 in µM. actives 0.3% (n = 290,000); in the data active means inhibition mostly above about 52%, no sharp cut-off; inactive means mostly below about 76%; further: some results filed as inactive read as strong as hits
# KOR beta-arrestin-1: KOR antagonists, beta-arrestin recruitment, cell-based, luminescence, uHTS (AID 1778) | one-dose inhibition, % at 10 µM; IC50 in µM for titrated hits | KOR beta-arrestin recruitment, luminescence, antagonist mode; higher % means a stronger effect | Kappa-type opioid receptor (Homo sapiens) | actives 0.091% (n = 290,000); in the data active means inhibition above about 50%; further: strong numbers were not always called active
# Siah-1 displacement: Siah-1 peptide-binding antagonists, primary screen, biochemical, fluorescence polarization, rhodamine-plectin, uHTS (AID 1817); E3 ubiquitin-protein ligase SIAH1 (Homo sapiens); Siah-1 / rhodamine-plectin peptide fluorescence polarization; higher % means a stronger effect; one-dose displacement, % at 20 µM; IC50 in µM for titrated hits; actives 0.02% (n = 290,000);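 active means displacement of at least 50% at 20 µM, with a fluorescence ratio check between 0.3 and a set limit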;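 further: plate controls were Siah plus tracer with DMSO for no effect and tracer alone without Siah for full effect; strong numbers were not always called active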
# GPR55 LPI antagonism: GPR55 antagonists blocking LPI-driven arrestin recruitment, primary screen, imaging, U2OS, beta-arrestin-GFP, LPI agonist (AID 2013) | actives 0.13% (n = 290,000) | G-protein coupled receptor 55 (Homo sapiens) | U2OS GPR55 beta-arrestin-GFP translocation imaging, LPI antagonism; higher % means a stronger effect | one-dose inhibition, % at 10 µM; IC50 in µM for titrated hits;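 active means spots per cell inhibited over 60%, with over 100 cells counted and total cytoplasm intensity under 500,000; inconclusive means wells with under 100 cells, flagged as likely toxic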;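 further: U2OS cells stably carrying GPR55 and arrestin-GFP stimulated by 5 µM LPI near EC80; imaged beta-arrestin-GFP aggregate spots per cell after agonist stimulation; plate controls were LPI-stimulated DMSO wells for no effect and DMSO wells without LPI for full effect; some results filed as inactive read as strong as hits; confirmed hits need IC50 under 10 µM and bright autofluorescent wells are also inconclusive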
# GPR35 antagonists: GPR35 antagonists blocking zaprinast-driven arrestin recruitment, primary screen, imaging, U2OS, beta-arrestin-GFP, zaprinast agonist (AID 2058); G-protein coupled receptor 35 (Homo sapiens); U2OS GPR35 beta-arrestin-GFP translocation imaging, zaprinast antagonism; higher % means a stronger effect; inhibition, % at 10 µM; hits with a dose series show IC50 in µM; actives 0.052% (n = 290,000);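 active means inhibition of at least 50% with at least 30 cells and total cytoplasm GFP at most 10,000,000; inconclusive means under 30 cells or total GFP of 10,000,000 plus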
# AID2073: inhibitors of Mint1-CaV2.2 protein interaction, biochemical, HTRF (AID 2073); HTRF protein-protein interaction, Mint1-CaV2.2; higher % means a stronger effect; Voltage-dependent N-type calcium channel subunit alpha-1B (Homo sapiens); actives 0.19% (n = 290,000); inhibition, % at 20 µM, or IC50 in µM where a hit was titrated; in the data active means inhibition mostly above about 51%, no sharp cut-off; inconclusive means no clear call, values can overlap the other calls; inactive means mostly below about 53%; further: some results filed as inactive read as strong as hits
# GPR55 beta-arrestin: GPR55 agonists via beta-arrestin recruitment, primary screen, imaging, U2OS cells, beta-arrestin-GFP redistribution (AID 1961) | U2OS GPR55 beta-arrestin-GFP redistribution imaging; higher % means a stronger effect | one-dose activation, % at 10 µM; EC50 in µM for titrated hits | actives 0.048% (n = 290,000);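 active means activation above 40% with more than 50 cells counted in the well; inconclusive means wells holding fewer than 50 cells, flagged as toxic or sparse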;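 further: U2OS osteosarcoma cells stably expressing GPR55 and beta-arrestin-GFP; plate controls were DMSO negative control for no effect and LPI positive control for full effect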
# KOR beta-arrestin-2: KOR agonists, beta-arrestin recruitment, primary screen, cell-based, luminescence, uHTS (AID 1777) | Kappa-type opioid receptor (Homo sapiens) | KOR beta-arrestin recruitment, luminescence; higher % means a stronger effect | activation, % at 10 µM, or EC50 in µM where a hit was titrated | actives 0.02% (n = 280,000); in the data active means activation above about 50%, passing the limit was not always enough; further: a part of the inactive calls stands beside numbers as strong as those of hits
# NOD1 NF-kB reporter: NOD1 signaling inhibitors, primary screen, cell-based, luminescence, uHTS (AID 1578). NOD1-driven NF-kB luciferase reporter cells, luminescence; higher % means a stronger effect. inhibition, % at 4 µM; hits with a dose series show EC50 in µM. actives 1% (n = 290,000); in the data active means inhibition mostly above about 36%, no sharp cut-off; inactive means mostly below about 34%;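 further: HEK-293T reporter cells stimulated with the NOD1 agonist gamma-tri-DAP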
# Starred values were filed as active, the others as inactive; u = inconclusive; x = not tested or not shown; & = joins results of further samples; [ ] = another dose, or the depositor's remark.
no.	mol	KOR beta-arrestin-1	Siah-1 displacement	AID2073	GPR35 antagonists	GPR55 LPI antagonism
1	Cc1cc(/C=C2\C(=O)NC(=O)N(c3ccc(Cl)cc3)C2=O)c(C)n1C	-65%[20 µM]	-4%	-8%	9%	-4%
2	CCCC(C)C(=O)NC1CCSC1=O (stereo not drawn)	30%	0%	2%	-8%	2%
3	CN1CCC2(CC1)CC(NC=O)c1ccccc1O2 (stereo not drawn)	-29%[20 µM]	6%	-2%	1%	19%
4	Cc1nn(Cc2ccccc2)c(C)c1C(=O)NCc1ccccc1F	2%	3%	-3%	-9%	3%
5	O=C(CCl)NCC1CCCO1 (stereo not drawn)	10%	4%	12%	5%	4%
6	Cc1c(O)ccc2c(-c3ccccc3)cc(=O)oc12	-7%	1%	39%	0%	9%
7	CCOC(=O)[C@]1(C#N)[C@@H]2C=CC(C(N)=O)=CN2[C@@H](C(N)=O)[C@@H]1c1ccc(F)cc1	-8%	-4%	u	5%	0%
8	CCCCCn1c(=O)c(C(=O)Nc2ncccc2C)c(O)c2ccccc21	8%	5%	4%	32%	-2%
9	CN1CCN(Cc2nc3ccccc3c(=O)[nH]2)CC1	11%	1%	0%	-3%	17%
10	NCCc1c[nH]c2ccc(F)cc12	-32%	0%	37%	-3%	-7%

no.	NOD1 NF-kB reporter	GPR55 beta-arrestin	HIV fusion peptide	KOR beta-arrestin-2
1	3%	0.3%	21%	-1.0%
2	2%	0.2%	-2.6%	3.8%
3	-26%	0.3%	0.4%	-11%
4	-22%	-0.4%	0.6%	2.8%
5	-32%	-0.2%	-1.2%	-5.6%
6	16µM*	0.4%	-1.4%	-3.3%
7	-13%	-0.1%	0.4%	2.2%
8	-22%	1.0%	4.8%	-0.8%
9	-2%	0.3%	1.4%	-2.2%
10	-8%	-0.1%	-2.0%	2.9%

# (next part)
no.	mol	KOR beta-arrestin-1	Siah-1 displacement	AID2073	GPR35 antagonists	GPR55 LPI antagonism
11	CC(=NCCCn1ccnc1)c1c(O)n(-c2ccccc2)c(=O)[nH]c1=O	-3%	-5%	-4%	1%	-2%
12	N#CCCn1cc(C(=O)Nc2ccc(F)cc2)c(-c2ccc([N+](=O)[O-])cc2)n1	-46%[20 µM]	1%	-7%	11%	13%
13	O=S(=O)(F)c1ccc2nc(-c3cccc(Sc4ccccc4)c3)cc(Cl)c2c1	-11%	12%	5%	-12%	-7%
14	CN1C(=O)N(C)C(=O)C(CCc2ccccn2)(CCc2ccccn2)C1=O	-33%	-2%	4%	0%	4%
15	O=C(c1ccc(S(=O)(=O)c2ccccc2Cl)c([N+](=O)[O-])c1)N1CCN(Cc2ccccc2)CC1	1%	9%	6%	-2%	7%
16	CCOC(=O)C1CCN(C(C)C(=O)c2c(C)[nH]c3cc(C)ccc23)CC1 (stereo not drawn)	4%	1%	-1%	6%	-4%
17	CCCOc1ccccc1NP(=O)(Oc1ccccc1)Oc1ccccc1	22%	6%	11%	11%	9%
18	CC1CC2(O)c3no[n+]([O-])c3CCC2N1O (stereo not drawn)	2%	1%	0%	-1%	20%
19	Cn1c(O)c(C=NCCN2CCOCC2)c(=O)n(C)c1=S	-20%	-8%	-6%	8%	0%
20	Cc1cc(Oc2cc(NN3CCCCC3)c([N+](=O)[O-])cc2[N+](=O)[O-])ccc1[N+](=O)[O-]	-34%[20 µM]	-5%	13%	6%	6%

no.	NOD1 NF-kB reporter	GPR55 beta-arrestin	HIV fusion peptide	KOR beta-arrestin-2
11	2%	-0.3%	-0.7%	3.9%
12	-23%	0.2%	-0.6%	0.6%
13	-10%	0.3%	4.3%	3.5%
14	2%	-0.2%	-1.4%	3.5%
15	13µM*	-0.2%	0.3%	6.9%
16	0%	-0.2%	8.4%	-0.9%
17	-5%	-0.1%	-1.2%	-0.2%
18	-12%	-0.1%	1.4%	-2.2%
19	-1%	-0.1%	1.5%	0.1%
20	14%	0.0%	-1.6%	-8.4%

# An excerpt from above in order of count of non-hydrogen atoms, rising.
no.	mol	KOR beta-arrestin-1	Siah-1 displacement	AID2073	GPR35 antagonists	GPR55 LPI antagonism
10	NCCc1c[nH]c2ccc(F)cc12	-32%	0%	37%	-3%	-7%
2	CCCC(C)C(=O)NC1CCSC1=O (stereo not drawn)	30%	0%	2%	-8%	2%
18	CC1CC2(O)c3no[n+]([O-])c3CCC2N1O (stereo not drawn)	2%	1%	0%	-1%	20%
6	Cc1c(O)ccc2c(-c3ccccc3)cc(=O)oc12	-7%	1%	39%	0%	9%
19	Cn1c(O)c(C=NCCN2CCOCC2)c(=O)n(C)c1=S	-20%	-8%	-6%	8%	0%
4	Cc1nn(Cc2ccccc2)c(C)c1C(=O)NCc1ccccc1F	2%	3%	-3%	-9%	3%
16	CCOC(=O)C1CCN(C(C)C(=O)c2c(C)[nH]c3cc(C)ccc23)CC1 (stereo not drawn)	4%	1%	-1%	6%	-4%
14	CN1C(=O)N(C)C(=O)C(CCc2ccccn2)(CCc2ccccn2)C1=O	-33%	-2%	4%	0%	4%
13	O=S(=O)(F)c1ccc2nc(-c3cccc(Sc4ccccc4)c3)cc(Cl)c2c1	-11%	12%	5%	-12%	-7%
7	CCOC(=O)[C@]1(C#N)[C@@H]2C=CC(C(N)=O)=CN2[C@@H](C(N)=O)[C@@H]1c1ccc(F)cc1	-8%	-4%	u	5%	0%
20	Cc1cc(Oc2cc(NN3CCCCC3)c([N+](=O)[O-])cc2[N+](=O)[O-])ccc1[N+](=O)[O-]	-34%[20 µM]	-5%	13%	6%	6%

no.	NOD1 NF-kB reporter	GPR55 beta-arrestin	HIV fusion peptide	KOR beta-arrestin-2
10	-8%	-0.1%	-2.0%	2.9%
2	2%	0.2%	-2.6%	3.8%
18	-12%	-0.1%	1.4%	-2.2%
6	16µM*	0.4%	-1.4%	-3.3%
19	-1%	-0.1%	1.5%	0.1%
4	-22%	-0.4%	0.6%	2.8%
16	0%	-0.2%	8.4%	-0.9%
14	2%	-0.2%	-1.4%	3.5%
13	-10%	0.3%	4.3%	3.5%
7	-13%	-0.1%	0.4%	2.2%
20	14%	0.0%	-1.6%	-8.4%

# More results:
no.	mol	KOR beta-arrestin-1	Siah-1 displacement	AID2073	GPR35 antagonists	GPR55 LPI antagonism
21	COc1cccc(CC(=O)N(C)C2CCCN(Cc3ccccc3F)C2)c1 (stereo not drawn)	-10%	1%	11%	-13%	18%
22	O=C(Nc1ccc(Cl)cc1)OC1CN2CCC1CC2 (stereo not drawn)	-5%	3%	28%	-8%	5%
23	O=c1c2cc(Cl)cc(Cl)c2nc(CN2CCOCC2)n1-c1ccccc1F	2%	0%	11%	-15%	-7%
24	COc1ccc(CN2CC3CC(C2)c2cccc(=O)n2C3)cc1OC (stereo not drawn)	1%	0%	2%	8%	7%
25	C#CC(CC)(CC)NC(=O)Nc1ccc(OCC)cc1	-13%	4%	6%	6%	9%
26	CC(C)c1ccc(-n2c(O)c(/C=N/N3CCOCC3)c(=O)[nH]c2=S)cc1	27%	7%	-16%	-4%	10%
27	CCc1n[nH]c(CCN)n1	14%	10%	4%	13%	7%
28	CC(NC1CCCCC1)C(O)C12CC3CC(CC(C3)C1)C2 (stereo not drawn)	-6%	0%	-9%	-9%	23%
29	COc1ccc(C(=O)CN2CCCCC2)cc1	-37%	-6%	-2%	-4%	-11%
30	O=c1[nH]c(CN2CC=C(c3ccccc3)CC2)nc2cc(C(F)(F)F)ccc12	14%	2%	2%	-7%	-2%

no.	NOD1 NF-kB reporter	GPR55 beta-arrestin	HIV fusion peptide	KOR beta-arrestin-2
21	2%	0.0%	-1.0%	4.3%
22	-14%	0.2%	-0.2%	-1.8%
23	-6%	-0.4%	-0.5%	-0.5%
24	-13%	-0.1%	-1.5%	2.2%
25	-23%	-0.8%	1.1%	-3.6%
26	-11%	-0.1%	-0.4%	-3.1%
27	-3%	-0.6%	0.8%	-1.1%
28	1%	0.0%	-2.5%	-3.3%
29	-28%	-1.1%	-1.8%	2.4%
30	15%	-0.1%	2.0%	-8.5%

# (further entries)
no.	mol	KOR beta-arrestin-1	Siah-1 displacement	AID2073	GPR35 antagonists	GPR55 LPI antagonism
31	Cc1cc(OCC(=O)NCC(O)c2ccccc2)c2c3c(c(=O)oc2c1)CCC3 (stereo not drawn)	-3%	2%	10%	-2%	7%
32	Cc1cc(Cl)ccc1C(=O)C1CCCN(C2CCSCC2)C1 (stereo not drawn)	-27%[20 µM]	-9%	1%	-2%	15%
33	CC1=C(C(=O)O)N2C(=O)C(NC(=O)Cc3ccccc3)C2SC1 (stereo not drawn)	36%	2%	27%	7%	10%
34	COc1cc(C(C)=O)ccc1OC(=O)N(C)c1ccccc1	-29%[20 µM]	-2%	2%	0%	-13%
35	COc1ccc2c(c1OC)C(=O)OC2c1c(O)n(Cc2ccc(F)cc2)c(=O)[nH]c1=O (stereo not drawn)	24%	8%	4%	-7%	16%
36	COc1ccc(OCC(=O)N2CCN(Cc3ccc(SC)cc3)CC2)cc1	-37%[20 µM]	6%	23%	-7%	-2%
37	C[N+]1(C)CCc2cc3c(cc2[C@H]1[C@@H]1OC(=O)c2c1ccc1c2OCO1)OCO3	9%&-1%	-1%&2%	7%&9%	-16%&-4%	9%&8%
38	CCc1nc2ccc(N3CCN(C)CC3)cc2nc1CC	12%	0%	u	11%	8%

no.	NOD1 NF-kB reporter	GPR55 beta-arrestin	HIV fusion peptide	KOR beta-arrestin-2
31	9%	-0.1%	2.6%	-1.8%
32	25%	0.0%	0.1%	x
33	-2%	-0.1%	3.3%	-1.0%
34	-6%	-0.3%	-0.4%	-3.9%
35	-8%	0.0%	8.3%	-4.5%
36	21%	-0.1%	3.3%	x
37	-20%&-4%	0.1%&-0.5%	-1.3%&-0.8%	-1.4%&-0.8%
38	-37%	-0.4%	4.0%	3.3%

# This is a subset; count on the stated rates, not on these rows.
